Compound activity as filed in PubChem BioAssay.
A549 viability = A549 cytotoxicity, counter-screen for Nrf2 inhibitors | Potency, µM (top dose mostly 46 µM), for inactives: at the highest dose activity change, negative = cytotoxicity, actives largely listed as inhibitors | hit rate 0.16% among 390,000 | AID 504648 | A549 ARE-Fluc cells, CellTiter-Fluor viability, 18-24 h; further: potency means the concentration at half of the fitted maximal effect; on the % scale 0 is the no-effect control and ±100 the full control effect
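A549 ARE_Fluc cells in 5% FBS OPTI-MEM were exposed to compounds in concentration-response for 18-24 h at 37 deg C. Viability was read by CellTiter-Fluor fluorescence (Ex 405/Em 525) after 30 min, before the luciferase read.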
IL1B secr inh = blocks inflammasome-driven IL-1 beta release | activity change, % at 57.5 µM | hit rate 4.7% among 360,000 | THP-1 LPS/ATP IL-1B secretion, AlphaLISA, 16 h; hits give low values; in the data active means activity change below about -50%; inconclusive means mostly about -30% to -49%; further: on the % scale 0 is the no-effect control and ±100 the full control effect
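THP-1 cells pretreated 1 hr with compounds (up to 57.5 uM final), then stimulated with LPS (250 ng/mL final) plus ATP (1.25 mM final); secreted IL-1B measured by AlphaLISA after 16 hr, decreased signal indicating inhibition.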
Nrf2 activator = Nrf2 pathway activation; AREc32 ARE-luciferase reporter (MCF7-derived line), luminescence, 24 h; Potency, µM (titrated, usually from 46.1 µM), for the others: at the highest dose activation, usual class: activators; hit rate 0.31% among 410,000; further: potency means the concentration at half of the fitted maximal effect; % of control where 0% means no effect; nearly all actives have a fitted effect of over 65% in size
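For detection, Steady-Glo was added and plates sat 30 min at RT; before that, AREc32_Fluc cells grown overnight in OPTI-MEM/5% FBS had been treated with 23 nL compound for 24 hr at 37 deg C.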
Nrf2 inh = Nrf2 pathway inhibition | A549 ARE-Fluc reporter, luciferase luminescence, 18-24 h | Potency, µM (series often up to 46 µM), for the others: top-dose activity change, negative = inhibition, most hits filed as inhibitors | hit rate 2.1% among 360,000; further: potency means the concentration at half of the fitted maximal effect; on the % scale 0 is the no-effect control and ±100 the full control effect; nearly all actives have a fitted effect of over 60% in size
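Two sequential reads on A549 ARE_Fluc cells exposed to compound for 18-24 h: a CellTiter-Fluor fluorescence read for viability, then a luciferase luminescence read for Nrf2/ARE activity.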
ATXN2 expr inh = ATXN2 expression inhibition; Potency, µM (doses to about 57 µM), for the others: top-dose activity change, negative = inhibition, actives largely listed as inhibitors; AID 1745845; hit rate 0.72% among 360,000; HEK-293 ATXN2-luciferase reporter, luminescence, 24 h; further: potency means the concentration at half of the fitted maximal effect; on the % scale 0 is the no-effect control and ±100 the full control effect; nearly all actives have a fitted effect of over 55% in size
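qHTS (up to 57 uM final) was run with 24 h compound exposure of reporter cells at 37 °C. Each well was multiplexed: SteadyGlo luminescence measured ATXN2-luciferase expression after a fluorogenic Gly-Phe-AFC viability readout (25 uM final).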
TGFb SMAD3 inh = inhibitors of TGF-b signaling; HepG2 CAGA-GFP TGF-b/SMAD3 reporter, GFP fluorescence, 18 h; TGF-beta stimulated, 500 pg/mL final; Potency, µM (top dose mostly 46.1 µM), inactives show at the top dose activity, negative = inhibition, most hits filed as inhibitors; hit rate 1.2% among 410,000; further: potency means the concentration at half of the fitted maximal effect; on the % scale 0 is the no-effect control and ±100 the full control effect; nearly all actives have a fitted effect of over 65% in size
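Using HEPG2 CAGA-GFP reporter cells at 1000 cells/well, we pinned test compounds, stimulated with recombinant TGF-beta (500 pg/mL final) and measured total well GFP after 18 h.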
ATXN viability = cell viability loss in ATXN counter-screen. S2 cells (HEK-293 line with an ATXN2-luciferase reporter) viability, CellTiter-Fluor protease fluorescence, 24 h. Potency, µM (doses to about 56.7 µM), actives largely listed as cytotoxic. hit rate 0.49% among 400,000. AID 651635; further: potency means the concentration at half of the fitted maximal effect; nearly all actives have a fitted effect of over 40% in size
MCF10A rereplic = induces DNA re-replication in MCF 10a normal breast cells. MCF 10A DNA re-replication, Hoechst nuclear intensity, 48 h. Potency, µM (top dose mostly 46.1 µM), for inactives: at the top dose activity, positive = re-replication, hits mostly activators. hit rate 2.9% among 350,000; further: potency means the concentration at half of the fitted maximal effect; % of control where 0% means no effect; nearly all actives have a fitted effect of over 50% in size
HepG2 viability = counter-screen for TGF-b inhibitors: cytotoxicity in HepG2 cells; HepG2 CAGA-GFP viability, ATP luminescence, 18 h; Potency, µM (series often up to 46.1 µM), for the others: at the top dose activity change, negative = cytotoxicity, hits mostly cytotoxic; hit rate 0.76% among 410,000; AID 588856; further: potency means the concentration at half of the fitted maximal effect; some results filed as inactive show a strong effect at the top dose
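CellTiter-Glo luminescence gave cytotoxicity after 18 hours at 37 degrees C. The cells were HepG2 CAGA-GFP in 1% FBS DMEM, stimulated with 500 pg/mL TGF-beta after compound addition. %Activity was normalised to no-cell wells (complete cell-killing) and DMSO (no toxicity), and curves were fitted and classified.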
An asterisk follows results filed as active; i = inactive; ? = inconclusive; · = not tested or not shown. Unless noted, the call rests on the fitted dose curve; in most records, active means well fitted curve in the direction sought with a large enough effect; inconclusive means small, poorly fitted or top-dose-only effect, or another doubt; inactive means no such curve, though single readings can be large; an effect the other way counts as inactive or inconclusive.

Values in the order – HepG2 viability	ATXN2 expr inh	MCF10A rereplic	Nrf2 inh	IL1B secr inh	Nrf2 activator	ATXN viability	A549 viability	TGFb SMAD3 inh
CCN(CC(=O)Nc1c(F)cccc1F)C(=O)CSCc1ccc(C)cc1
→ 0.2%	·	·	·	2.0	0.1%	?	·	4.3%
O=C(Nc1cccc(O)c1)N1CCOCC1
→ 3.1%	0.2%	8.8%	3.9%	0.0	-0.9%	i	-19.4%	-6.7%
Cc1ccc(C)c(S(=O)(=O)Nc2nc(C)c(C(=O)Nc3ccccc3)s2)c1
→ -16.1%	6.7%	-3.0%	-22.6%	0.0	2.0%	i	-4.6%	-26.4%
FC(F)(F)c1ccc2c(c1)nc1n2CCCC1
→ 13.4%	0.0%	?	-24.9%	8.9	2.3%	i	-1.5%	6.9%
COc1ccccc1CN1C2CCCC1CC(NC(=O)/C=C/c1ccccc1)C2 (stereo unspecified)
→ -21.9%	-0.7%	7.3%	25.0%	-76.6*	0.2%	i	-7.1%	-24.3%
N#Cc1cc(-c2ccccc2)cnc1Cl
→ -21.4%	0.5%	5.2%	·	2.6	-0.1%	i	-2.9%	-17.1%
Cc1ccc(OCC(=O)Nc2ccc(S(=O)(=O)N3CCCC3)cc2)cc1
→ 9.4%	13.1%	10.3%	6.4%	0.2	-0.6%	i	-6.0%	2.8%
O=C(NCc1cccs1)C1CCCN(S(=O)(=O)c2cccs2)C1 (stereo unspecified)
→ 4.8%	6.6%	-3.1%	·	16.7	-0.8%	i	2.9%	6.8%
O=C(NCc1ccc(F)cc1)C1CCC(CNc2c(N3CCOCC3)c(=O)c2=O)CC1 (stereo unspecified)
→ -24.8%	·	9.7%	-15.9%	-11.5	0.2%	i	-9.2%	1.7%
COCC(C)NC(=O)c1nn(Cc2ccccc2)c(=O)c2ccccc12 (stereo unspecified)
→ -16.8%	-5.9%	0.8%	-7.9%	21.7	-0.3%	i	-6.7%	0.0%
CCOc1ccc(OCCCC(=O)O)cc1
→ 5.2%	9.3%	-1.5%	1.6%	-2.5	0.0%	i	4.9%	23.5%
CCOc1ccc(NCC(=O)c2ccc(C)cc2)cc1
→ -13.4%	-5.0%	14.9%	?	-80.8*	3.5%	i	?	0.8%
COCCCNC(=O)CCCn1c(=O)c2cccn2c2cccnc21
→ -14.5%	·	·	3.6%	·	-0.3%	·	10.1%	-25.5%
CCOc1ccc(NC(=O)Cn2cnc3nc4c(cc3c2=O)CCCC4)cc1
→ 3.1%	11.8%	·	·	·	-0.6%	i	-0.9%	1.8%
CCOc1ccc(NC(=O)CN(C)C(=O)c2ccc(NC3CC3)c([N+](=O)[O-])c2)cc1OCC
→ -13.6%	-1.0%	-11.9%	-15.8%	-21.6	0.0%	i	1.9%	-13.0%
COc1ccc(-n2c(=O)c3c(c4cc(OC)ccc4n3C)n(Cc3ccc(F)cc3Cl)c2=O)cc1
→ 3.7%	3.5%	·	27.9%	·	-0.5%	i	3.6%	8.8%
O=C1NC[C@H](CCCCN2C[C@H](Cc3ccc(O)cc3)N(CC3CCCCC3)C(=O)C2=O)N(CCc2ccccc2)C1=O
→ ·	5.8%	·	·	4.8	0.5%	i	·	·
OC(COCC1COc2ccccc2O1)CN1CCN(c2ccccc2)CC1 (stereo unspecified)
→ 0.3%	0.1%	7.1%	·	-13.0	4.1%	i	3.3%	1.0%
N#C/C(=C\c1ccc(Cl)cc1)C(=O)NC1CC1
→ -18.9%	-3.9%	3.1%	4.7%	?	-0.5%	i	-1.3%	-3.0%
CC(=O)Nc1ccc(S(=O)(=O)NC2(C(F)(F)F)NC(=O)N(C3CCCC3)C2=O)cc1 (stereo unspecified)
→ 7.9%	3.6%	-0.4%	13.2%	15.4	0.1%	i	-1.0%	-11.6%
CCCc1cc(=O)[nH]c(SCC(=O)N(CCOC)c2c(N)n(Cc3ccccc3)c(=O)[nH]c2=O)n1
→ -14.6%	2.8%	-2.9%	7.7%	12.6	0.1%	i	-11.8%	9.6%
CCOC(=O)c1sc(-c2cccc(C(F)(F)F)c2)nc1O
→ -4.1%	·	?	?	-4.9	20.4%	·	0.6%	1.4%
CCCN(C(=O)CSCc1ccc(Cl)cc1)c1c(N)n(Cc2ccccc2)c(=O)[nH]c1=O
→ 7.4%	1.2%	5.8%	-21.3%	-10.0	3.2%	i	-16.2%	4.5%
C#CCOc1c(Br)cc(/C=N\NC(=O)CN2CCOCC2)cc1OCC
→ 3.9%	-0.4%	1.0%	18.8%	-3.9	-1.2%	i	3.7%	20.3%
CN=c1scc(-c2ccc(OC)cc2)n1/N=C(\C)c1cccnc1
→ -27.3%	-9.3%	29.8%	?	-26.6	4.1%	·	-13.3%	14.5%
CC1(C)CC(=O)C(C(=S)Nc2ccccc2)=C(NCCN2CCOCC2)C1
→ -7.1%	·	2.9%	6.5%	46.8	0.1%	·	-6.9%	-33.7%
Oc1c(C(c2ccco2)N2CCN(C(c3ccccc3)c3ccccc3)CC2)sc2ncnn12 (stereo unspecified)
→ -32.0%	-31.6%	35.7%	6.9%	-64.4*	0.3%	?	-3.7%	-29.3%
Cc1ccc(-c2c(C3C4C=CCC(C)C4C(=O)N3Cc3ccccc3)ccc3ccccc23)cc1 (stereo unspecified)
→ -1.4%	·	·	?	·	·	·	-2.5%	-35.3%
COc1ccc(NC(=O)Nc2ccccc2SC)cc1OC
→ 0.7%	·	10.5%	8.0%	17.3	0.0%	?	4.0%	-25.3%
O=C(Nc1ccc2oc(-c3ccccc3F)nc2c1)c1ccc([N+](=O)[O-])o1
→ -1.6%	-4.8%	3.6%	4.3%	-3.0	3.7%	i	0.0%	7.4%

Three compounds from above, sorted by count of non-hydrogen atoms, low to high.
Values in the order – HepG2 viability	ATXN2 expr inh	MCF10A rereplic	Nrf2 inh	IL1B secr inh	Nrf2 activator	ATXN viability	A549 viability	TGFb SMAD3 inh
COCC(C)NC(=O)c1nn(Cc2ccccc2)c(=O)c2ccccc12 (stereo unspecified)
→ -16.8%	-5.9%	0.8%	-7.9%	21.7	-0.3%	i	-6.7%	0.0%
OC(COCC1COc2ccccc2O1)CN1CCN(c2ccccc2)CC1 (stereo unspecified)
→ 0.3%	0.1%	7.1%	·	-13.0	4.1%	i	3.3%	1.0%
Oc1c(C(c2ccco2)N2CCN(C(c3ccccc3)c3ccccc3)CC2)sc2ncnn12 (stereo unspecified)
→ -32.0%	-31.6%	35.7%	6.9%	-64.4*	0.3%	?	-3.7%	-29.3%

(list continues)
Values in the order – HepG2 viability	ATXN2 expr inh	MCF10A rereplic	Nrf2 inh	IL1B secr inh	Nrf2 activator	ATXN viability	A549 viability	TGFb SMAD3 inh
O=C(CSc1ncnc2c1oc1ccccc12)N1CCCc2ccccc21
→ -6.4%	·	0.1%	-6.4%	-8.3	-0.4%	·	-13.4%	-0.5%
Cc1ccc(NC(=O)c2cccc(N3C(=O)C4C5CCC(C5)C4C3=O)c2)c(C)c1 (stereo unspecified)
→ 0.9%	3.8%	-1.3%	?	14.8	5.3%	?	1.8%	-5.7%
c1ccc(SCCN2CCc3ccccc3C2)cc1
→ 2.6%	·	9.6%	?	5.0	8.6%	i	-8.0%	-20.5%
COc1ccc(OC)c(NC(=S)N2CCN(C/C=C/c3ccccc3)CC2)c1
→ -10.4%	-13.6%	12.2%	-3.4%	-7.7	-0.3%	?	-3.6%	-1.6%
O=CN1N=C(c2ccccc2)CC1c1ccc(Cl)cc1 (stereo unspecified)
→ -16.9%	5.4%	-27.3%	15.2%	-13.8	1.7%	i	6.2%	-18.4%
C/C(=N\NC(=O)CCC(=O)N/N=C(\C)c1ccc(C)o1)c1ccc(C)o1
→ -33.2%	-3.3%	10.3%	6.3%	12.5	-0.5%	i	0.3%	0.0%
COc1ccc(-n2c(SCC(=O)NCC3CCCO3)nc3c(c2=O)SC(C)C3)cc1 (stereo unspecified)
→ -9.9%	-8.8%	9.2%	3.4%	-6.6	0.2%	i	-5.2%	9.9%
CC(=O)C[C@@H](O)CC(=O)[C@H]1OC(=O)CCCCCc2ccccc21
→ -1.0%	7.9%	-6.3%	20.5%	3.7	-0.7%	i	-7.8%	1.1%
CCOC(=O)CNC(=O)CSc1nccn1Cc1ccco1
→ 2.3%	10.2%	0.2%	-6.5%	8.1	-0.4%	i	-0.4%	13.5%
CCC(Oc1ccc(F)cc1)C(=O)Nc1nc(-c2ccc(F)cc2)ns1 (stereo unspecified)
→ -52.0%	·	·	16.4µM*	·	-0.9%	·	?	-21.8%
O=C(NCCOc1cccc(Cl)c1Cl)c1cc(-n2cnnc2)ccc1Cl
→ -6.8%	-3.2%	20.0%	·	4.4	-0.6%	i	5.5%	0.8%
CC(C)C(NC(=O)CCNC(=O)c1ccc([N+](=O)[O-])cc1)c1nc2ccccc2[nH]1 (stereo unspecified)
→ -9.7%	·	-0.3%	-0.8%	11.0	0.2%	i	0.7%	0.4%
NC(=O)c1ccc(NC(=O)COC(=O)CC2Sc3ccccc3NC2=O)cc1 (stereo unspecified)
→ -0.6%	·	-2.3%	?	35.7	11.9%	i	-0.3%	1.7%
O=C(O)c1cccc(N2C(=O)CSC2=S)c1
→ -10.1%	3.7%	?	70.1%	-5.3	-0.6%	i	-9.1%	-8.2%
COc1cc(/C=C2\SC(N)=NC2=O)ccc1OCC(=O)Nc1ccccc1C
→ -46.0%	·	112.9%	?	8.9	0.7%	i	3.5%	2.1%
COc1ccc(C2/C=C\CN([S+](=O)([O-])c3ccc4ccccc4c3)C(C)C(=O)N2Cc2ccc(F)cc2)cc1 (stereo unspecified)
→ -0.5%	·	·	-6.4%	·	·	·	-1.1%	-11.3%
COC(=O)c1[nH]c2c(c1C)C(=O)CC(c1ccccc1)C2 (stereo unspecified)
→ 1.2%	-20.3%	12.6%	-8.8%	45.0	-0.9%	?	-15.2%	?
FC(F)(F)c1nc(NCC2CCCO2)c2nnn(Cc3ccccc3Cl)c2n1 (stereo unspecified)
→ -6.1%	·	-2.0%	7.1%	9.1	2.2%	i	27.2%	-1.5%
CN(C)CCN(C(=O)c1ccccc1Cl)c1nc2c(Cl)cccc2s1
→ -3.8%	-16.2%	?	11.2%	-68.7*	4.6%	i	-0.3%	-2.5%
